Bioassay records deposited in PubChem by National Center for Advancing Translational Sciences (NCATS).
ERK EGF inh: blocks ERK signaling stimulated by EGF | HEK293-V1b, EGF-stimulated phospho-ERK AlphaScreen | Potency, µM (series often up to 11.5 µM), inactives show at the highest dose activity change, negative = inhibition, hits mostly inhibitors | 130,000 compounds, 0.41% hits; active = well fitted inhibition curve with a large enough effect; inconclusive = small, poorly fitted or top-dose-only effect, or effect the other way;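 note: plate controls were stimulated vehicle wells for no effect and unstimulated vehicle basal for full effect; nearly all actives have a fitted effect of over 55% in size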
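Stably V1b-transfected HEK293 cells; 30 min compound, then EGF 25 nM final for 5 min at 37C; 10 min lysis; phospho-ERK by AlphaScreen after 5 hr beads at room temperature.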
Starred values were filed as active, the others as inactive; u = inconclusive; [ ] = dose if it differs, or a comment. Potency is the fitted concentration of half-maximal effect.

| compound | ERK EGF inh |
| --- | --- |
| C/C(=N\NC(=O)c1ccncc1)c1cc2ccccc2o1 | -1.1% |
| CCOc1ccc(NC(=NCc2ccc3c(c2)OCO3)SC2CC(=O)N(c3ccc(OCC)cc3)C2=O)cc1 (configuration not stated) | -0.2% |
| CCCCC(=O)Nc1cc(-c2nc3ncccc3o2)ccc1C | -4.6% |
| N#CCCN(Cc1ccccc1)C(=O)Nc1ccccc1 | 0.4%[57.5 µM] |
| COC(=O)Cn1c(C(=O)N(C)C)cc2c1C[C@H]1CN(C(=O)c3ccccc3)[C@@](Cc3ccc(F)cc3)(C(=O)OC)[C@@H]21 | -5.2% |
| CCN(CC)S(=O)(=O)c1cccc(-c2nnc(SCC(N)=O)n2CCc2ccccc2)c1 | 8.2% |
| C=CCN1C2CCCC1CC(NC(=S)Nc1cccc(OC)c1)C2 (configuration not stated) | -7.5% |
| Cc1ccc(S(=O)(=O)CC(=O)N2CCCC2)cc1 | -2.8% |
| COc1ccc(/C=C/c2cc(OC)c(OC)cc2CC[N+](C)(C)C)cc1 | -7.9% |
| CC(/C=C/c1ccc(N(C)C)cc1)=N\N=C1\NC(=O)CC(C(=O)Nc2ccccc2)S1 (configuration not stated) | -3.1% |
| CSCCC(Nc1ccc(S(=O)(=O)N2CCOCC2)cc1[N+](=O)[O-])C(=O)OCC(=O)N(C(C)C)C(C)C (configuration not stated) | -27.9% |
| Cc1ccc(NC(=S)NCc2ccccc2Cl)c(C)c1 | -7.0% |
| COc1ccccc1C(=O)Nc1cc2cc(Br)ccc2oc1=O | -2.3%[57.5 µM] |
| CCOC(=O)c1ccc(CNC(=O)Cn2nnc(-c3cccc(C)c3)n2)o1 | -1.8% |
| O=c1[nH]nc(-c2ccc(F)cc2)cc1Cc1ccccc1 | 6.3%[57.5 µM] |
| CC(=C/c1ccc(C(C)C)cc1)/C=N/NC(=O)c1ccncc1 | 6.6% |
| Cc1ccc(S(=O)(=O)N2CCC(=O)N(C(COCc3ccc(Cl)cc3)Cc3ccccc3)CC2)cc1 (configuration not stated) | -1.1% |
| O=C(CC1C(=O)NCCN1Cc1cccc(Oc2ccccc2)c1)NCCc1ccncc1 (configuration not stated) | -0.2% |
| O=C(c1ccco1)N1CCCN(Cc2nc(-c3cccs3)no2)CC1 | -6.8% |
| S=c1[nH]nc(-c2ccc3ccccc3n2)n1Cc1ccccc1 | 2.5% |
| O=CNC1CCCc2c1[nH]c1ccc(Cl)cc21 (configuration not stated) | -12.2%[57.5 µM] |
| Cc1ccccc1CS(=O)(=O)c1ccc(C(=O)N2CCC(C)CC2)cc1[N+](=O)[O-] | -3.8% |
| O=C1C2C3C=CC(C4CC34)C2C(=O)N1/N=C/c1ccc(-c2cccc([N+](=O)[O-])c2)o1 (configuration not stated) | 7.2% |
| Cc1ccc(NC(=O)C2CC(=O)n3ncnc3N2)cc1C (configuration not stated) | 3.3% |
| COc1ccc(C=O)cc1OC(=O)C1(C)Cc2ccccc2C(=O)O1 (configuration not stated) | -0.8% |
| CCC(CO)NC(=O)c1ccccc1C(F)(F)F (configuration not stated) | 4.4%[57.5 µM] |
| COc1ccc(CN(C(=O)c2cc3ccccc3oc2=O)C2CCS(=O)(=O)C2)cc1 (configuration not stated) | 3.6%[57.5 µM] |
| Nc1nnc(C(F)(F)F)s1 | -1.9% |
| CN(Cc1ccccc1)c1nc(N)nc(Cl)c1C=O | -1.4% |
| CC(C)c1ccccc1NS(=O)(=O)N(C)C | -8.7% |
| CC(=O)NC1C(=O)N=C(SCC(=O)Nc2ccc(C(F)(F)F)cc2Cl)NC1=O (configuration not stated) | -4.8% |
| COCCCNCCOCCOc1ccc(Cl)cc1C(C)(C)C | 2.8% |

The final 5 compounds of the section before lead into the next:
| compound | ERK EGF inh |
| --- | --- |
| Nc1nnc(C(F)(F)F)s1 | -1.9% |
| CN(Cc1ccccc1)c1nc(N)nc(Cl)c1C=O | -1.4% |
| CC(C)c1ccccc1NS(=O)(=O)N(C)C | -8.7% |
| CC(=O)NC1C(=O)N=C(SCC(=O)Nc2ccc(C(F)(F)F)cc2Cl)NC1=O (configuration not stated) | -4.8% |
| COCCCNCCOCCOc1ccc(Cl)cc1C(C)(C)C | 2.8% |
| C/C(=N\O)c1ccc2c(c1)OCCO2 | -1.0% |
| COCCNC(=O)COC(=O)c1ccc(OCC(=O)Nc2ccccc2OC)c(OC)c1 | 0.9% |
| CC(C)CCNC(=O)c1cc(-c2ccncc2)nc2ccc(S(=O)(=O)N3CCOCC3)cc12 | 1.1% |
| CCOc1ccc2[nH]c3c(N4CCN(C(=O)c5ccco5)CC4)ncnc3c2c1 | u |
| CCc1cc(C(=O)O)c(NC(=O)/C=C/c2ccc(OC)cc2)s1 | 9.0%[57.5 µM] |
| CC(=O)N1CCCc2cc(S(=O)(=O)NC(C(=O)NC3CCCCC3)C(C)C)ccc21 (configuration not stated) | -6.0% |
| CCOC(=O)C1=C2c3cc(OC)c(OC)cc3CC(C)(C)N2C(=O)C1=O | -5.5% |
| C/C(=N/NC(=O)c1ccc2c(c1)OCCO2)c1ccc([N+](=O)[O-])cc1 | -15.2%[57.5 µM] |
| COc1cccc(CNc2nc(-c3cccnc3)nc3ccccc23)c1 | 3.6% |
| O=C(Nc1cccc(-c2nc3ncccc3o2)c1)c1ccccc1 | -4.3%[57.5 µM] |
| O=C(COC(=O)c1cc(C(F)(F)F)cc(C(F)(F)F)c1)NCc1ccc(Cl)cc1 | -3.8% |
| CCCCNC(=S)NCc1ccc2[nH]c3c(c2c1)CCCC3 | 4.1% |
| COc1cc(/C=C2\SC(=S)N(CC(=O)Nc3cccnc3)C2=O)cc(OC)c1OC | u |
| CN1CCS/C1=C/C=C1\SC(=S)N(CC(=O)O)C1=O | -12.1% |
| CCOc1cc(C(=O)N/N=C(\C)Cc2ccc(OC)cc2)cc(OCC)c1OCC | -9.7% |
| CCOc1nc(SCCOc2ccc(Cl)cc2Cl)nc(N(C)C)n1 | 2.4% |
| O=C1C2C(c3cccc(/C=C/c4ccccc4)c3)CC=CC2C(c2ccc(C(F)(F)F)cc2)N1Cc1ccccc1 (configuration not stated) | -5.7%[57.5 µM] |
| Cc1nc2ccc(NC(=O)c3ccc([N+](=O)[O-])cc3)cc2s1 | -6.3% |
| CC(NC(=O)C1CCC(C(C)(C)C)CC1)C(c1ccccc1)N1CCOCC1 (configuration not stated) | 3.2% |
| CC(C)(C#N)c1cc(Cn2cncn2)cc(C(C)(C)C#N)c1 | -3.9%[57.5 µM] |
| CCOC(=O)c1c(-c2ccccc2)cn2c(C)cc(C)nc12 | -2.5% |
| COc1ccc(OCc2n[nH]c(=S)n2-c2ccc(C)cc2)cc1 | 10.5% |
| CCCSC1=N/C(=C/c2ccsc2)C(=O)N1c1ccccc1 | u |
| COc1ccccc1C(=O)N(CCC1CCCN1C)c1nc2ccccc2s1 (configuration not stated) | 2.7% |
| CC(=O)Cn1ncc(N2CCOCC2)cc1=O | -4.0% |
| O=C(O)CN(CC(=O)O)Cc1cc2c(-c3ccccc3C(=O)O)c3cc(CN(CC(=O)O)CC(=O)O)c(=O)cc-3oc2cc1O | 4.0% |
| CC(=O)c1ccc(OCC(=O)NCC2(N3CCCCC3)CCCCC2)cc1 | 4.1%[57.5 µM] |
| CC(=O)Nc1c(C)ccc(CNC(=O)COc2ccc(F)cc2)c1C | -3.0% |
| Cc1cccc(NC(=O)CN2C(=O)S/C(=C\c3ccc(-c4cccc(C(=O)O)c4C)o3)C2=O)c1 | -10.4% |
| CC1Cc2ccccc2N1C(=O)c1cc2sccc2n1Cc1ccc(F)cc1 (configuration not stated) | 2.6% |
| CCc1ccc(N2C(=O)C3C4CCC(C4=C(C)C)C3C2=O)cc1 (configuration not stated) | 1.1% |
| CCC1=NN(C(=O)Cc2ccc([N+](=O)[O-])cc2)C(O)(C(F)(F)F)C1 (configuration not stated) | 15.8%[57.5 µM] |

In a second layout: entries from further up.
CCN(CC)S(=O)(=O)c1cccc(-c2nnc(SCC(N)=O)n2CCc2ccccc2)c1
  ERK EGF inh: 8.2%
C=CCN1C2CCCC1CC(NC(=S)Nc1cccc(OC)c1)C2 (configuration not stated)
  ERK EGF inh: -7.5%

The results go on.
| compound | ERK EGF inh |
| --- | --- |
| c1ccc(CNC23CC4CC(CC(C4)C2)C3)nc1 | 3.6% |
| COc1ccc(NC(=O)N2CCCCCC2)c(OC)c1 | -4.8% |
| O=C(NCCc1ccccc1)c1cnc2sccn2c1=O | 1.6% |
| C/C=N/N(c1ccccc1)c1ccccc1 | -10.2%[57.5 µM] |
| COc1ccc(C[C@H]2CN3C(=NC[C@@H]3C(C)C)N2C[C@H](C)NC(=O)c2ccc(C)c(Br)c2)cc1 | 0.1%[57.5 µM] |
| Cc1cc(C(=O)NC2=NCCS2)c2ccccc2n1 | -5.9% |
| S=C(NCc1ccco1)N1CCC(c2nc3ccccc3o2)CC1 | -3.9% |
| COc1ccc(CCNC(=O)Cn2cccc2C(=O)c2ccccc2)c(OC)c1 | -4.4%[57.5 µM] |
| Cc1ccc(C(=O)N2CCN(c3ccccn3)CC2)cc1[N+](=O)[O-] | 6.1% |
| Cc1cc(C)n(CC(C)NC(=O)CCc2nnc(CCc3ccccc3)o2)n1 (configuration not stated) | -13.8% |
| CC(C)Cn1cc(F)c(=O)n(CC(C)C)c1=O | 3.6% |
| COc1ccc(N2CCc3c(C)nc4c(OC)cc(OC)cc4c32)cc1 | -5.6% |
| CCC(=O)N/C(=N/c1nc(C)cc(C)n1)Nc1ccccc1 | 10.1%[57.5 µM] |
| CCOc1ccc(CNC(=S)N/N=C/c2cccnc2)cc1 | 5.4% |
| O=C(NCCc1ccccc1)c1ccc(-c2ccc(F)cc2)o1 | 1.7% |
| COc1ccc2[nH]c3c(N4CCc5ccccc5C4)ncnc3c2c1 | 31.6µM* |

With a hit mark in ERK EGF inh, of those listed so far:
| compound | ERK EGF inh |
| --- | --- |
| COc1ccc2[nH]c3c(N4CCc5ccccc5C4)ncnc3c2c1 | 31.6µM* |

Next compounds:
| compound | ERK EGF inh |
| --- | --- |
| CCc1ccc(C(=O)CSc2nc(C)cc(=O)[nH]2)cc1 | -1.1% |
| Cc1c(-c2ccc(O)cc2)nc2nc(-c3ccccc3)c(-c3ccccc3)nn12 | -13.1%[57.5 µM] |
| CC(C)CN(C(=O)CN1CCN(c2ccc(O)cc2)CC1)c1c(N)n(CC(C)C)c(=O)[nH]c1=O | 4.2% |
| COc1ccc(NC(=S)N2CCN(C(=O)C3CCCO3)CC2)c(OC)c1 (configuration not stated) | 0.7% |
| C=CCNc1cc(C)oc(=O)c1C(=O)CC | -6.7% |
| c1ccc(CN2CCOCCOCCOCCOCC2)cc1 | -4.2%[57.5 µM] |
| COc1cccc(CNc2ccccc2O)c1OCc1ccccc1F | 2.8% |
| Cc1ccc(NC(=S)N2CCCC2)cc1 | 1.1% |
| O=C(CSc1ncnc2ccccc12)c1ccco1 | -0.3% |
| Cc1cccc(NC(=O)/C=C/c2ccc3c(c2)OCO3)n1 | 12.2% |
| CN1CCN(C(=S)c2cn(CCOc3ccccc3)c3ccccc23)CC1 | 5.9% |
| NNC(=O)c1ccc(Cl)cc1Cl | -0.4% |
| Cc1ccc(C(=O)NC(=S)Nc2ccc(N3CCOCC3)cc2)cc1 | 6.5% |
| COc1ccc(/C=C2\N=C3CCCN3C2=O)cc1 | 4.1%[57.5 µM] |
| Cc1cc(C)c(S(C)(=O)=O)c(NN)n1 | -0.3% |
| O=C(Cn1cnc2ccccc21)N/N=C/c1ccc([N+](=O)[O-])cc1 | 4.3% |
| Cn1nc(C(F)(F)F)c(-c2ccc(F)cc2)c1NC(=O)CSCC(=O)O | 15.4%[57.5 µM] |
| NC(=S)c1c(Cl)cc(C(F)(F)F)cc1Cl | -8.0%[57.5 µM] |
| Cc1cc(C)n2c(SCC(=O)Nc3ccc(F)cc3)nnc2n1 | 5.1%[57.5 µM] |
| CSC(=S)N/N=C/c1ccc(Br)cc1 | 3.9% |
| CCc1ccc(Nc2cnn(C34CC5CC(CC(CC(=O)O)(C5)C3)C4)c(=O)c2Cl)cc1 | -2.8% |
| O=C(CCC(=O)Nc1ccc(Cl)cc1Cl)NNC(=O)[C@@H]1CCCC[C@@H]1C(=O)O | 5.3% |
| Cc1ccccc1NC(=O)COC(=O)CNC(=O)c1sc2ccccc2c1Cl | 9.5% |
| Cc1cc(C)c(OCC(O)CN2CCN(c3ccccn3)CC2)c(C)c1 (configuration not stated) | 6.8% |
| O=Cc1cccc(Oc2ncccn2)c1 | 0.3% |
| CCOC(=O)N1CCC(N2CCCC(C(=O)c3cc(F)ccc3OC)C2)CC1 (configuration not stated) | -9.6%[57.5 µM] |
| Cc1cccc(C2(c3cccc(C)c3)CC2C(=O)Nc2ccc([N+](=O)[O-])cc2O)c1 (configuration not stated) | 9.7% |
| O=C(O)CC1(CC(=O)NCc2cc(F)cc3c2OCOC3)CCCCC1 | 8.1%[57.5 µM] |
| CCC(C)(C)n1nnnc1C(c1cc2cc(C)cc(C)c2[nH]c1=O)N1CCCC1 (configuration not stated) | -0.8% |
| COc1cc2c(c(OC)c1)C(c1cccc(OC)c1OC)CC(=O)N2 (configuration not stated) | 8.3% |
| COc1ccc(N(C)S(=O)(=O)c2cccc(C(=O)OCC(=O)Nc3sc4c(c3C#N)CCCCC4)c2)cc1 | -1.4% |
| CC(C)N=C1NN=C(c2cccs2)C(CC(=O)O)S1 (configuration not stated) | -0.7%[57.5 µM] |
| Cc1nc(Nc2ccc(O)cc2)c2c3c(sc2n1)CCCC3 | -9.9%[57.5 µM] |
| C=C(C)COc1ccc2c(CC)cc(=O)oc2c1C | -1.6% |
| CC1CC(Nc2ccccc2)=NC1(C)C (configuration not stated) | -4.8% |

Some of the compounds tested. The share of hits here may be higher or lower than overall.
